High-throughput results: PubChem BioAssay, several laboratories
WT yeast gro inh: growth inhibition of WT yeast, mitochondrial fusion screen; mitochondrial fusion phenotypic screen, WT strain; inhibition, % at 10 µM; 190,000 compounds, 2.1% hits; AID 1362; in the data active means inhibition above about 58%; tested in S. cerevisiae
MT stabilizer: microtubule stabilizers in HeLa cells. HeLa tubulin immunostaining HCS, 24 h; share of cells brighter than vehicle mean+2SD. % tubulin-high responders, % at 10 µM. AID 2205. 200,000 compounds, 0.83% hits;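 active means plate Z-score above 3 for both tubulin-high and condensed-nucleus cell shares, with cell loss under 80%, at 10 µM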;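 further: anti alpha tubulin signal scored within the nucleus-defined area of each cell; some results filed as inactive read as strong as hits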
b-catenin transl: beta-catenin nuclear translocation modulation | HeLa beta-catenin nuclear translocation, immunofluorescence imaging | nuclear translocation activity, % at 5 µM | 190,000 compounds, 0.3% hits;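 active means nuclear translocation activity above 50% at 5 µM, with a well cell count of 50 or more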;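 further: per-cell ratio of nuclear to cytoplasmic median beta-catenin stain intensity; plate controls were DMSO negative control for no effect and GSK-3 inhibitor IX positive control for full effect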
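assay system = human HeLa cells, endogenous beta-catenin | times = compound treatment 24 h, 37°C, 5% CO2 | detection = Anti-beta-catenin immunofluorescence on PFA-fixed, Triton-permeabilized cells, DAPI nuclei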
Dynein cargo inh: dynein cargo transport inhibition; z-score, hits read low; 220,000 compounds, 0.47% hits; 3617.4 mouse cells, GR-EGFP nuclear translocation imaging; test concentration mostly 20 µM; stimulated with dexamethasone, 1 µM; stronger effect = lower value; AID 1381;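 active means plate z-score of nuclear minus cytoplasmic receptor signal below a set negative limit, without overly bright fluorescence or cell loss, cut at about -3.5 in these data, passing the limit was not always enough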;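 further: z-score of nuclear minus cytoplasmic ring GR-EGFP intensity difference per well; some compounds called inactive have numbers as strong as hits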
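Buffer or medium: tet-free, stripped-serum medium; reagent: dexamethasone at 1.0 µM final, 30 min; incubation: 48 h induction, 1 h compound, 30 min dex at 37 °C; measured by: formaldehyde fixation, Hoechst nuclear stain, 10x automated fluorescence imaging; read-out: nuclear-to-cytoplasmic GR-EGFP distribution per well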
Hep lipid drop: modulators of hepatic lipid droplet formation. AML12 mouse hepatocytes, oleate lipid droplets, BODIPY imaging. inhibition, % at 6.5 µM. 240,000 compounds, 0.4% hits;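 active means lipid droplet intensity inhibited by at least 50%, with more than 500 cells counted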
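material = mouse AML12 hepatocyte cell line, fixed after treatment | also added = 100 µM oleic acid challenge | doses = compound at 6.5 µM only | schedule = overnight exposure | technique = Image-based BODIPY and DAPI two-channel analysis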
Insulin prom up: MIN6 insulin promoter up-regulation. MIN6 insulin promoter-GFP reporter, high-content imaging; stronger effect = higher value. z-score at 5 µM. 190,000 compounds, 0.3% hits;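 active means z-score above 3 at 5 µM with at least 500 cells counted in the well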
Autophagy mod: autophagy modulation, high-content screen; AID 463193; 190,000 compounds, 0.98% hits; calls only at 10 µM (by protocol); MEF GFP-LC3 puncta imaging; test concentration mostly 10 µM;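 active means percentage of spot-positive cells more than 3 SD above its plate mean, without a fluorescence outlier flag or 80% toxicity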;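 further: spot-positive cell cutoff set from DMSO-treated cells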
Yfh1-depleted yeast: enhancers of respiration in Yfh1-depleted yeast, dose response, Friedreich's ataxia, plus single-dose screen (AID 1465); fold induction at 50 µM, or EC50 in µM where a hit was titrated; S. cerevisiae Yfh1-off respiration, WST-1 reduction, 72 h; higher fold induction means a stronger effect; 220,000 compounds, 0.074% hits;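 active means fold induction of absorbance versus untreated yeast above a set limit, then at least 30% activation at any dose in follow-up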;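 further: activators that raise dye reduction in frataxin-depleted yeast; strong numbers were not always called active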
HEK293 NOD2/NF-kB: NOD2 signaling inhibitors, cell-based, luminescence, uHTS, HEK293 (AID 1566); one-dose inhibition, % at 4 µM; EC50 in µM for titrated hits; 290,000 compounds, 0.63% hits; HEK293 NOD2/NF-kB luciferase reporter, luminescence; higher % means a stronger effect; in the data active means inhibition above about 50%; further: many of its hits are not listed in these tables
WT yeast gro inh mutant strain: further read-out of WT yeast gro inh, marked with its call; inhibition, %; mitochondrial fusion phenotypic screen, mutant strain inhibition
Dynein cargo inh cytoplasmic EGFP: also measured in Dynein cargo inh; calls as there; z-score; measured here: cytoplasmic GR-EGFP intensity; stronger effect = higher value
Dynein cargo inh nuclear GR-EGFP: recorded beside Dynein cargo inh, whose call it bears; z-score; measured here: nuclear GR-EGFP intensity;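 lower value marks the stronger effect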
Dynein cargo inh cell count: further read-out of Dynein cargo inh, marked with its call; z-score; measured here: cell count per field
Insulin prom up cell count: second read-out of Insulin prom up, no call of its own (marks repeat the call); cell count; measured here: cytotoxicity, nuclei count;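 total cells summed across four imaged fields per well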
Hep lipid drop cells 6.5 µM: recorded beside Hep lipid drop, whose call it bears; cell count; measured here: cell count, cytotoxicity flag;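 cells counted across two imaged fields per well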
b-catenin transl cell count 5 µM: second read-out of b-catenin transl, no call of its own (marks repeat the call); cell count; measured here: cell count, cytotoxicity flag
MT stabilizer Hoechst-high %: also measured in MT stabilizer; calls as there; % Hoechst-high responders; measured here: nuclear condensation Hoechst responders;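 share of cells brighter than vehicle mean plus two SD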
MT stabilizer cytotoxicity %: also measured in MT stabilizer; calls as there; toxicity, %; measured here: cytotoxicity by cell density;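 0% = mean cell density of plate MIN control wells and 100% = no cells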
Autophagy mod cell loss 18 h: also measured in Autophagy mod; calls as there; toxicity, %; measured here: cell loss, nuclei count;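 cell loss after 18 h compound exposure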
The depositor's hits bear a star; i = inactive; / = no result given; & = joins results of further samples. This is a subset; count on the stated rates, not on these rows.

SMILES	WT yeast gro inh	WT yeast gro inh mutant strain	MT stabilizer	MT stabilizer Hoechst-high %	MT stabilizer cytotoxicity %	b-catenin transl	b-catenin transl cell count 5 µM	Dynein cargo inh	Dynein cargo inh cytoplasmic EGFP	Dynein cargo inh nuclear GR-EGFP	Dynein cargo inh cell count	Hep lipid drop	Hep lipid drop cells 6.5 µM	Insulin prom up	Insulin prom up cell count	Autophagy mod	Autophagy mod cell loss 18 h	Yfh1-depleted yeast	HEK293 NOD2/NF-kB
Cc1cc(C)n(C(=O)Cn2nc(C(F)F)cc2C)n1	-7	-14	2.2	2.0	1.7	-2.2	1269	0.42	-0.23	0.21	-0.45	14	751	0.07	1175	i	-1	i	7%
O=C(CCN1CCN(c2ccccc2)CC1)Nc1ccc(Cl)cc1	-16	-9	3.6	1.8	4.8	0.0	1091	-1.1	-0.19	-0.53	0.5	3	735	0.35	1134	i	-4	i	2%
O=C(NCc1ccccn1)C1CCC(CNS(=O)(=O)c2cccc3nsnc23)CC1 (stereo not drawn)	/	/	/	/	/	0.7	1296	-0.094	-0.24	0.33	0.86	17	718	-0.8	904	/	/	i	23%
CC1CCC(C(C)C)C(=O)/C1=C/c1ccc(N)cc1 (stereo not drawn)	/	/	/	/	/	0.9	1316	-0.34	-0.24	0.26	0.69	0	682	-0.44	959	/	/	i	-88%
Brc1ccc(-c2n(-c3ccccn3)c3ccccc3[n+]2-c2ccccn2)cc1	/	/	/	/	/	0.5	1226	-0.41	-0.77	-0.038	0.76	-21	697	-0.31	974	/	/	i	22%
Cc1cc(=O)n2[nH]c(-c3ccc(C(C)(C)C)cc3)cc2n1	4	12	2.0	2.5	6.0	-2.2&-4.4	1175&1192	0.4&-0.67	-0.08&-0.2	0.2&-0.24	0.69&-0.091	9&10	690&781	-0.51	1401	i	-7	i	12%&17%
NC(=O)CSc1cn(Cc2ccccc2)c2ccccc12	-8	-14	3.4	3.1	7.5	-1.9	1134	-0.16	-0.32	-0.43	1.1	4	704	1.1	1241	i	-5	i	3%
O=C(COC(=O)c1ccccc1)Nc1ccccc1Sc1ccccc1	24	-4	8.9	2.6	6.5	-1.0	1101	0.15	-0.19	-0.084	-0.27	-4	519	0.03	1272	i	8	i	7%
O=C(CN1CCCc2ccccc21)N1CCc2ccccc21	/	/	/	/	/	-0.6	1272	0.99	-0.11	0.48	-1.3	-23	521	0.02	1110	/	/	i	2%
COc1ccc2cc(C3C(C#N)=C(N)OC(C)=C3C(C)=O)c(Cl)nc2c1 (stereo not drawn)	-10	-9	1.6	0.4	0.0	-0.4	962	1.2	-0.19	0.8	-1.2	0	731	-1.3	1466	i	23	i	-7%
O=C(c1ccco1)N1CCN(C(c2ccc(F)cc2)c2nnnn2CC2CCCO2)CC1 (stereo not drawn)	12	41	6.2	4.5	9.0	-1.0	1109	1.4	-0.32	0.56	-0.27	/	/	0.67	1399	i	-3	i	5%
Cc1ccc(NC(=O)C(C)[n+]2ccccc2)cc1[N+](=O)[O-] (stereo not drawn)	3	-6	1.5	2.4	4.7	-0.6	967	-0.28	-0.29	-0.34	-0.19	22	616	/	/	i	-11	i	0%
CCOC(=O)C1CCN(C(=O)COC(=O)COc2ccc(Cl)cc2)CC1	-2	4	6.4	2.5	13	/	/	-0.43	-0.22	0.14	1.2	22	719	-1.1	1345	i	15	i	14%
C=CCn1cc(C(=O)NCc2ccc(Cl)cc2)c(=O)c2cc(S(=O)(=O)N(CC)CC)ccc21	5	-18	2.9	2.4	5.4	3.5	558	0.48	-0.19	1.3	-0.78	7	686	-1.5	1064	i	10	i	-1%
COc1ccc2[nH]c3c(=O)n(CCCCC(=O)N4CCC(C(N)=O)CC4)c(=S)[nH]c3c2c1	-4	3	1.0	1.6	11	-4.3	983	-0.038	-0.23	0.13	0.29	/	/	-0.11	1594	i	0	i	1%
COc1ccc(C(=O)Nc2ccc(N3CCN(C(=O)C(C)C)CC3)cc2)cc1[N+](=O)[O-]	-11	3	6.3	2.2	4.9	3.5	1057	-0.85	0.12	-0.65	-0.76	-8	724	0.31	1233	i	15	i	5%
Cn1c(N)c(C(=O)COC(=O)[C@H](Cc2ccccc2)N2C(=O)c3ccccc3C2=O)c(=O)n(C)c1=O	14	23	3.2	2.1	4.2	0.8	1072	0.88	-0.21	0.63	-0.89	24	626	-0.23	1585	i	0	i	8%
O=C(CSc1cccc[n+]1[O-])Nc1cc([N+](=O)[O-])ccc1Cl	-11	5	2.7	3.0	7.5	0.7	1000	0.24	-0.35	0.62	0.37	12	723	-0.2	1296	i	9	i	-2%
O=C(Nc1cccc(F)c1)c1cc(S(=O)(=O)NCCC2=CCCCC2)ccc1F	60*	11*	2.4	2.6	11	1.8	1052	-0.18	-0.16	-0.32	-0.6	-6	535	-0.67	1179	i	0	i	26%
COc1ccc(-c2ccc(CCC(=O)O)n2C(C)C)cc1	10	10	2.6	1.6	18	-0.3	1185	-0.44	-0.12	0.27	-0.12	3	759	-0.27	1058	i	-3	i	-3%
N#Cc1nc(COc2ccccc2F)oc1NCCCn1ccnc1	8	3	3.9	2.3	8.7	0.7	959	-0.31	0.04	-0.042	-0.37	/	/	-0.89	1401	i	3	i	8%
Cc1cc(C)n(-c2ccc(C(=O)OCC(=O)NC(c3ccccc3)c3ccccc3)cc2)n1	10	-25	2.1	2.2	5.5	0.9	859	-0.31	-0.31	-0.58	0.3	-11	509	0.57	1131	i	1	i	10%
c1ccc(C2C/C(=N\N3CCOCC3)c3ccccc3O2)cc1 (stereo not drawn)	-8	-15	3.3	1.9	9.3	-2.0	540	0.21	-0.26	-0.089	-0.92	22	626	-0.27	1299	i	11	i	-2%
O=C(Nc1ccc(S(=O)(=O)N2CCCC2)cc1)N1c2ccccc2Sc2ccccc21	-5	-9	5.4	1.4	4.7	0.6	1388	1.3	-0.21	0.097	-0.71	/	/	-1	785	i	27	i	22%
Cc1ccc(-c2n[nH]c(=S)n2/N=C/c2ccc(C)o2)cc1	-6	11	1.6	2.2	6.9	1.1	1099	-0.14	-0.24	-0.0018	-0.15	-3	670	0.12	1489	i	-2	i	6%
CCN(CC)C(=O)CSc1nnc(-c2ccco2)o1	-14	8	4.0	2.6	6.3	-0.8	538	-0.25	-0.22	-0.26	0.37	17	735	/	/	i	-1	i	-41%
CC(=O)NC1=NN(C(C)=O)C(C)(c2cccc([N+](=O)[O-])c2)S1 (stereo not drawn)	8	6	1.0	1.4	0.9	-1.0	1061	-0.42	-0.26	-0.25	0.71	-2	713	-0.6	1289	i	14	i	1%
COc1cccc(Cn2nnc(C(=O)NCc3ccccc3Cl)c2N)c1	1	-11	5.6	3.1	4.2	/	/	-0.0056	-0.2	0.073	0.15	/	/	-0.13	899	i	6	i	5%
CCCc1nc(SCc2ccc(Cl)cc2Cl)n[nH]1	17	15	2.4	3.0	25	/	/	0.73	0.2	0.5	-0.099	-3	813	0.13	909	i	5	i	-6%
CCN(CC)S(=O)(=O)c1ccc2nnn(O)c2c1	-9	5	4.0	2.9	8.0	0.4	1140	-0.35	-0.25	-0.21	-0.074	-3	704	-0.47	1199	i	1	i	-4%
O=C(CN1CCN(C(=O)c2ccco2)CC1)N1CCc2[nH]c3ccccc3c2C1	/	/	/	/	/	6.0	925	-0.86	-0.18	-0.55	1	0	750	0.25	1404	/	/	i	11%
COC(=O)c1cc2c(s1)CS(=O)C2 (stereo not drawn)	9	2	4.9	2.3	7.7	-3.2	1286	0.11	-0.054	0.26	-0.71	-3	699	/	/	i	15	i	-1%
CCc1nc(N[C@H](C(=O)O)C(C)C)c2oc3ccccc3c2n1	/	/	/	/	/	-2.1	1142	-0.92	-0.31	-0.85	1.6	4	740	0.35	1491	/	/	i	8%
COc1ccc(CCNC(=O)CN(c2cc([N+](=O)[O-])ccc2OC)S(C)(=O)=O)cc1	16	4	1.6	0.6	1.2	-0.9	1046	0.63	0.15	0.4	-0.18	-26	645	-0.97	1452	i	-8	i	11%
CCOCCCNC(=O)C(NC(=O)Cc1cccs1)c1ccc(C)cc1 (stereo not drawn)	0	-2	4.3	2.7	7.5	4.1	984	-1.3	-0.28	-0.24	0.8	-7	673	-0.36	1190	i	-2	i	16%
CCOC(=O)c1c(N)sc(C(=O)N2CCOCC2)c1C	-8	7	2.1	1.3	5.7	-3.5	1307	-0.33	-0.26	-0.49	1.3	-9	715	-0.25	1167	i	-13	i	8%
CCS(=O)(=O)N1CCC(C(=O)NC2CCCCC2)CC1	9	-12	2.8	2.4	2.0	/	/	-0.076	-0.26	-0.015	1	5	730	-0.88	1258	i	5	i	9%

Three entries from above, arranged by length of the SMILES, rising.
SMILES	WT yeast gro inh	WT yeast gro inh mutant strain	MT stabilizer	MT stabilizer Hoechst-high %	MT stabilizer cytotoxicity %	b-catenin transl	b-catenin transl cell count 5 µM	Dynein cargo inh	Dynein cargo inh cytoplasmic EGFP	Dynein cargo inh nuclear GR-EGFP	Dynein cargo inh cell count	Hep lipid drop	Hep lipid drop cells 6.5 µM	Insulin prom up	Insulin prom up cell count	Autophagy mod	Autophagy mod cell loss 18 h	Yfh1-depleted yeast	HEK293 NOD2/NF-kB
COC(=O)c1cc2c(s1)CS(=O)C2 (stereo not drawn)	9	2	4.9	2.3	7.7	-3.2	1286	0.11	-0.054	0.26	-0.71	-3	699	/	/	i	15	i	-1%
CCS(=O)(=O)N1CCC(C(=O)NC2CCCCC2)CC1	9	-12	2.8	2.4	2.0	/	/	-0.076	-0.26	-0.015	1	5	730	-0.88	1258	i	5	i	9%
O=C(CN1CCN(C(=O)c2ccco2)CC1)N1CCc2[nH]c3ccccc3c2C1	/	/	/	/	/	6.0	925	-0.86	-0.18	-0.55	1	0	750	0.25	1404	/	/	i	11%
